Screens (PubChem BioAssay)
mcGAS lum: mouse cGAS inhibition by luminescence | recombinant cGAS, Kinase-Glo ATP depletion luminescence | Q8C6L5 | inhibition, % at 12.5 µM | 0.15% of 160,000 active;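 further: 0% = negative control wells and 100% = reference inhibitor with no enzyme activity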
hcGAS lum: inhibitors of human cGAS | AID 1259398 | recombinant h-cGAS, ATP depletion, Kinase-Glo luminescence | 0.081% of 290,000 active | inhibition, % at 12.5 µM;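 further: 0% = vehicle reaction and 100% = reaction without DNA for no activity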
Target sequence (Q8N884 whole entry, looked up): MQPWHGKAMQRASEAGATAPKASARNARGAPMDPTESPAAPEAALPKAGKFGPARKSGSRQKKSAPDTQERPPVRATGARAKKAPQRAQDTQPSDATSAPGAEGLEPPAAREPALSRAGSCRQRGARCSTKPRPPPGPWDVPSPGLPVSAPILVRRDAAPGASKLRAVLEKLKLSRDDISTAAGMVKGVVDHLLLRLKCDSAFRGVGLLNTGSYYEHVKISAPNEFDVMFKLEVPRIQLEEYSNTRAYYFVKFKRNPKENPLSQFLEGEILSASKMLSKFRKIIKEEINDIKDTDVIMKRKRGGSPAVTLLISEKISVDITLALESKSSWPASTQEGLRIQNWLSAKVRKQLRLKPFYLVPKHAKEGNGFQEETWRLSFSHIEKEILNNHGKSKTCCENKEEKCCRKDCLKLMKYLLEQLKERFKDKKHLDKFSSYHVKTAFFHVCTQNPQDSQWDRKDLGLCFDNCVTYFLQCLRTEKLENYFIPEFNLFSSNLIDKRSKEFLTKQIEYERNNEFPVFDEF
NPYLR7 agonist: activates Aedes aegypti NPYLR7 receptor; 0.15% of 270,000 active; HEK293T NPYLR7/Galpha15, GCaMP6s calcium fluorescence; activation, % at 10 µM; in the data active means activation above about 40%;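 further: 0% = vehicle and 100% = reference agonist at the receptor; some compounds past the cut are filed as inactive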
Numbers without * were called inactive; . = not tested or not shown; & = joins results of further samples. Unless noted, no stated cut-off is given here; in the data, active means inhibition above about 40%; inactive means the rest.

SMILES	mcGAS lum	hcGAS lum	NPYLR7 agonist
O=C(c1cc(F)cc(F)c1)N1CCN(CCCOC(c2ccc(Cl)cc2)c2ccc(Cl)cc2)CC1	-7	-4	3
O=c1cc(-c2ccccc2)n2c(SC/C=C/c3ccccc3)nnc2[nH]1	-7	-5	-7
COC(=O)c1c(OC)cc2c(c1C)Oc1c(Cl)c(OC(C)=O)c(Cl)c(C)c1C(=O)O2	.	-5	-5
CCOC(=O)C1CCN(CC(=O)N2N=C(c3cccc(OC)c3)CC2c2ccc(Cl)cc2)CC1 (configuration not stated)	-5	-5	18
Cc1ccn2c(=O)nc(SCCC3OCCO3)nc2c1	-7	-8	2
COCCN(Cc1nc(C(=O)N(CCN(C)C)Cc2ccccc2)cs1)C(=O)Nc1ccc(Cl)cc1	-4	-10	12
C[Se]CC[C@H](N)C(=O)O	.	-3	-6
O=C(CNC(=O)c1ccco1)N=Nc1c(O)n(Cc2ccccc2)c2ccccc12	-4	-2	0
Cc1ccc(CNC(=O)CSc2nc(=O)n(CCO)c3c2CCC3)cc1	-7	-6	-4
O=C(N[C@H]1CCCCNC1=O)c1csc(CSc2nnc(-c3ccccc3Cl)n2-c2ccccc2Cl)n1	-6	-3	-1
CNC(=O)c1ccc(C(=O)NC(C)(COC)C(F)(F)F)cn1 (configuration not stated)	.	-7	4
O=C(/C=C/c1ccc([N+](=O)[O-])cc1)N1CCN(c2nc(Cc3ccc(F)cc3)ns2)CC1	-5	-7	-2
O=C(/C=C/c1ccccc1)OC1C(C2COC3(CCCCC3)O2)OC2OC3(CCCCC3)OC21 (configuration not stated)	.	-2	-5
COC1CCN(C(=O)COc2ccccc2)CC(=O)N(C)c2ccccc21 (configuration not stated)	-2	-1	-1
c1nc(C2CCCCC2)ncc1-c1cn([C@H]2COC[C@@H]2N2CCOCC2)nn1	-1	-8	.
COc1ccc(-n2c(C)cc(C(=O)N3CCC(C)CC3)c2C)cc1	.	4	-4
CC(=O)Nc1ccc(C(=O)NC(C)CN2CCCCC2)cc1 (configuration not stated)	.	-9	20
O=S(=O)(c1cc(Cl)sc1Cl)N1CCN(CC(OCc2c(F)cccc2F)c2ccc(Cl)cc2)CC1 (configuration not stated)	-4	0	.
COCCCNc1cccc2c1C(=O)c1cccc(NCCCOC)c1C2=O	0	1	-4
CCOC(=O)c1c(C)c(C(=O)NCCCOC)c(C)n1C	-6	-3	9
COc1cccc2ccc(CN(C)Cc3nc(-c4ccccc4NC(=O)c4ccsc4)oc3C)nc12	-10	-6	3
O=C(O)c1cc(S(=O)(=O)Nc2ccc3nc(N4CCCC4)sc3c2)ccc1Br	-7	-4	0
CCc1cc(CN(C)CCn2c(=O)oc3ccccc32)on1	.	-4	4
O=C(CN(C(=O)Nc1ccccc1Br)C1CC1)N(CCc1c[nH]c2ccccc12)Cc1ccc(C(F)(F)F)cc1	-5	-3	19
CC(C)(C)c1ccc(C(=O)N2CCC3(CC2)CNC(=O)C3C(=O)O)cc1 (configuration not stated)	-6	9	27

New compounds follow:
SMILES	mcGAS lum	hcGAS lum	NPYLR7 agonist
Cc1ccc(NC(=O)N(C)C2CCS(=O)CC2)cc1Cl (configuration not stated)	.	3	-3
C#CCn1c(=NC(=O)c2ccnn2C)sc2cc(OC)ccc21	-8	-3	.
O=C(c1cc(-c2ccco2)[nH]n1)N1CCCCCC1	-5	0	3
CC1(C(=O)NS(=O)(=O)Cc2ccccc2)CCN1C(=O)C1CC1 (configuration not stated)	.	-8	0
Cc1ccc(C)c(Cn2c(=O)c3c(nc4n(C(C)C)c(C)c(C)n34)n(C)c2=O)c1	-4	-1	-1
O=C1OC(c2ccccc2Br)=NC1=Cc1ccc2ccccc2c1	0	-6	-1
CC1(C(=O)NCc2ccc3c(c2)OCO3)CCN1C(=O)CCc1cccs1 (configuration not stated)	-4	-5	-2
CN1CCN(n2c3c(c(SCc4cccc([N+](=O)[O-])c4)nc2=O)CCC3)CC1	-6	-2	-3
Clc1cccc(-c2ccc(C3NCCc4[nH]cnc43)o2)c1Cl (configuration not stated)	.	-10	15
FC(F)(F)c1cc(-c2cccs2)nc2ncnn12	-2	-5	95*
CC(C)(C)OC(=O)N(Cc1ccc(F)cc1)C1CCC(C(=O)N2CCOC(COCc3ccccc3F)C2)CC1 (configuration not stated)	-1	-3	7
COc1ccccc1-c1nc2cc(C)ccn2c1NC(=O)COc1ccc(Cl)cc1	-9	-9	-3
CCN1CCN(C(=O)CCC2CCN(C(=O)C3=CCCCC3)CC2)CC1	.	-3	2
CN1C(C)(C)CCCC1(C)C	-5	-1&5&-9	-6&21&-8
Cc1nc2c(c(N3CCC(C)CC3)n1)CN(C(=O)c1ccc(Br)cc1)CC2	-4	1	11
CCC(C)NC(=O)c1cnc(-c2ccc(C)cc2)nc1N1CCN(Cc2ccccc2)CC1 (configuration not stated)	-6	-9	.
COc1ccc(C(=O)O)cc1-c1cccc(C(C)N(C)C)c1 (configuration not stated)	-14	-3	0
Cc1ccc(NCCNS(=O)(=O)c2c(C)noc2C)nn1	-9	-2	-13
C=C(C)COc1ccc(-c2[nH]ncc2-c2ccc(OC)c(OC)c2)c(O)c1	-8	-3	1
CCc1cc(NC2CCS(=O)(=O)C2)nc(N2CCCCC2)n1 (configuration not stated)	.	-12	-1
Cc1cc(C)cc(COC(=O)C2=Cc3ccccc3OC2)c1	.	-13	4
Cc1nc(C)n(CCN(C)Cc2ccc(Br)s2)n1	.	-8	2
COCCn1c(SCc2ccc(Cl)cc2)nc2c1c(=O)[nH]c(=O)n2C	.	-4	-6
CCOC(=O)C1=C(C)N(C)C(=S)NC1c1cccc(NC(=O)Cc2ccc(F)cc2)c1 (configuration not stated)	-2	4	1
CN1CCc2cc(C(CNC(=O)c3cccs3)N3CCOCC3)ccc21 (configuration not stated)	.	-3	7

(list continues)
SMILES	mcGAS lum	hcGAS lum	NPYLR7 agonist
Cc1ccc(NC(=O)c2ccc(S(=O)(=O)NC3CC3)cc2)c(Cl)c1	.	-7	7
CCCCCCc1nc(C(N)=O)c2[nH]c(=O)n(-c3ccc(OC)cc3OC)c2n1	.	2	-2
CCn1c(C2CCCNC2)nn(Cc2cc(-c3cccnc3)no2)c1=O (configuration not stated)	.	-4	-1
Cc1nn(C2CCS(=O)(=O)C2)c2nc(-c3cccs3)cc(C(=O)NC3CCCCC3)c12 (configuration not stated)	-8	-8	2
O=C(N=C1N=C2C=CC(Br)=CN2Cc2ccccc21)c1ccc(Br)o1	.	-2	-3
O=C(COc1ccccc1)Nc1cccc(-c2cccc(-c3ccc4c(c3)OCCO4)n2)c1	-6	-6	27
CCC(C)N(Cc1cc(NC(=O)c2cccc(F)c2)ccc1N(C)C)C(=O)c1cccs1 (configuration not stated)	-5	-6	-4
O=C(c1cnccn1)N1CCc2[nH]c3c(Cl)cc(Cl)cc3c2C1	22	18	3
Cc1ccc(S(=O)(=O)N2CCC[C@@H]2C(=O)NCCNC(=O)c2ccc(F)cc2)cc1	-3	-5	5
CCc1nc2ccc(C(=O)N(C)CCCN(C)C)cn2c1N(C)C(=O)C1CCCCC1	-2	-5	-4
COc1ccc(CC(=O)Nc2c(C)nc3c(C)cccn3c2=O)cc1	.	-14	3
O=C(c1cccs1)N1CCN(c2nc(-c3cccs3)nc3cc(Cl)ccc23)CC1	-7	-6	-4
COc1ccc(-c2cc(C(=O)N3CCN(C(=O)C(C)(C)CCl)CC3)c(C)n2-c2ccccc2F)cc1	-4	-5	0
CNC(=O)NC(=O)C(C)Sc1nc2ccccc2[nH]1 (configuration not stated)	.	0	0
CSc1nnc(C)c(=O)n1COC(=O)c1ccc(C(F)(F)F)cc1	-5	-4	1
NC(=O)c1ccc(CN2CCC3(CC2)Nc2ccccc2C(=O)N3c2ccccc2)cc1	.	-6	0
COc1ccc(-c2csc3c(=O)n(Cc4cccc(C)c4)cnc23)cc1	-6	1	2
COc1ccc(NC(=O)c2cnc(C)cn2)cc1OCC(=O)NC1CC1	.	-8	7
CN(C)CCN(Cc1ccc(F)cc1)C(=O)c1ccc(S(C)(=O)=O)cc1	.	2	0
CCC[C@H](N)C(=O)NCCc1nncn1C(C)C	6	4	.
CCOC(=O)[C@H]1C[C@]2(CCCCN(CCOC)C2=O)N(C(=O)c2ccno2)[C@H]1c1ccco1	-7	-3	1
Cc1cc(C(=O)NC2CC(=O)N(Cc3ccc(F)cc3)C2)no1 (configuration not stated)	-11	-7	-3
COc1ccc(-n2nc(CC(C)C)nc2Cn2cccn2)cc1	-8	-8	-1
CCOc1ccccc1C(=O)Nc1ccc(N2CCN(C(=O)CC(C)(C)C)CC2)nc1	-7	-4	3
CN(C)c1ccc(NC(=O)C(C)(C)n2cc(-c3ccc4c(c3)OCO4)cn2)cc1	-7	-6	-13

Remaining list, next part.
SMILES	mcGAS lum	hcGAS lum	NPYLR7 agonist
COc1ccc(S(=O)(=O)Oc2cc(CN(CCN(C)C)C(=O)c3cccc(F)c3)ccc2OC)cc1	-6	-10	6
Cc1ccc(C)c(Nc2nc(Nc3cccc(F)c3)nc3nccnc23)c1	.	6	0
O=C(c1ncn[nH]1)N1C[C@@H]2CC[C@H](C1)N(CC1CCC1)C2	-6	-13	.
CCn1c2ccc(Br)cc2c2nc3ccccc3nc21	.	-2	1
O=C(C1CCCCC1)N1CCC(NCc2cnc(N3CCCC3)nc2)CC1	.	-6	1
COc1cc2c(cc1NC(C)=O)NC(=O)CC2c1ccnn1-c1ccccc1 (configuration not stated)	-16	3	14
CCc1cccc2c(C(CC(=O)NCCCN3CCCCC3C)c3cccc(F)c3)c[nH]c12 (configuration not stated)	-2	1	5
CCc1nc(NC(=O)CCOCC(C)C)n[nH]1	.	4	2
CN(Cc1ccc(S(C)(=O)=O)cc1)C1Cc2ccccc2C1	.	-8	9
CCCC(=O)Nc1c(C)nc2scc(C)n2c1=O	-6	-8	22
CC(C)CC1C(=O)N2CCC[C@H]2C2(O)O[C@](NC(=O)C3C=C4c5cccc6[nH]c(Br)c(c56)C[C@H]4N(C)C3)(C(C)C)C(=O)N12 (some centres not stated)	.	-4	-3
O=c1c(-c2cccs2)[n+]([O-])c2ccccc2n1OCc1ccc(Oc2ccccc2)cc1	.	-4	0
Cn1nc2c(c1NC(=O)CCCS(=O)(=O)c1ccc(F)cc1)CCC2	.	2	27
Cc1cccc(OCC(=O)N2CCn3nc(C(=O)N4CCN(C)CC4)cc3C2)c1	-14	0	-4
CC1CCN(c2onc(-c3ccccc3)c2CN(Cc2ccco2)C(=O)Nc2cccc(Cl)c2)CC1	-7	-11	3
Cn1c(SCc2ccc(C(F)(F)F)cc2)n[nH]c1=O	.	2	-3
CC1(C(=O)NS(=O)(=O)c2cccc(Cl)c2)CCN1C(=O)CC1CCCC1 (configuration not stated)	-3	-3	-4
CCNC(=O)N1CCCCC1c1nc(C2CC2)n[nH]1 (configuration not stated)	-1	4	.
COc1cc(OC)cc(C(=O)N2CCN(C(C(=O)N3CCc4ccccc4C3)C3CCCC3)CC2)c1 (configuration not stated)	.	0	-5
C=CCOC(=O)C1C(C)=NC2=C(C(=O)CCC2)C1c1cc2c(cc1Cl)OCO2 (configuration not stated)	.	-3	6
COc1ccc(CN2CCCCC2c2ccccn2)cc1Cn1cccn1 (configuration not stated)	-8	-3	22
CCS(=O)(=O)c1ccc2oc(-c3cc(NC(=O)c4ccccc4C)ccc3Cl)nc2c1	-5	-3	2
CCCC1C=CCN1c1ncnc2sc3c(c12)CCNC3 (configuration not stated)	-9	-5	4
Cc1cc(C)[n+]2oc(C)cc2n1	.	-7	-12
CCC(NC(=O)N1c2cc(C)c(C)cc2C(C)=CC1(C)C)N1C(=O)C2CCCCC2C1=O (configuration not stated)	-7	-12	3
COc1ccccc1/C=C/C(=O)c1cc(Br)ccc1OC(=O)N1CCOCC1	.	-1	3
OCC1CCCN1c1cc(N2CCc3ccccc3C2)ncn1 (configuration not stated)	.	-10	-1
O=C1CS/C(=N\N=C/c2ccccc2OS(=O)(=O)c2ccc(Cl)cc2)N1	.	2	15
CC(C)CC(NS(=O)(=O)c1ccc2[nH]c(=O)[nH]c(=O)c2c1)c1ccccc1 (configuration not stated)	.	-8	-1
COc1cccc(OCc2ccccc2)c1C(=O)NCCCCc1ccccc1	-2	-4	10
